# M5 ag = human M5 muscarinic receptor agonists, primary screen, CHO-K1 cells, Fluo-8 calcium fluorescence | CHO-K1 hM5 cells; 0% DMSO wells, 100% maximal acetylcholine response | Muscarinic acetylcholine receptor M5 (Homo sapiens), P08912 | activation, % at 3 µM | actives 0.19% (n = 360,000) | AID 624037, 2012;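 active = activation above the run's mean over test compounds plus 3 SD, cut at about 23% in these data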;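 also: signal is peak over basal fluorescence ratio across the kinetic read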
# CHRM1 PAM = human M1 muscarinic receptor positive allosteric modulators, primary screen, CHO-K1 cells, Fluo-8 calcium fluorescence, 1536-well. Muscarinic acetylcholine receptor M1 (Homo sapiens), P11229. CHO-K1 hM1, ACh EC20; 0% = ACh EC20, 100% = maximal ACh. activation, % at 3 µM. actives 0.088% (n = 360,000). AID 588819, 2011; in the data active = activation above about 19%, passing the limit was not always enough
# Target sequence (P11229 whole entry, looked up): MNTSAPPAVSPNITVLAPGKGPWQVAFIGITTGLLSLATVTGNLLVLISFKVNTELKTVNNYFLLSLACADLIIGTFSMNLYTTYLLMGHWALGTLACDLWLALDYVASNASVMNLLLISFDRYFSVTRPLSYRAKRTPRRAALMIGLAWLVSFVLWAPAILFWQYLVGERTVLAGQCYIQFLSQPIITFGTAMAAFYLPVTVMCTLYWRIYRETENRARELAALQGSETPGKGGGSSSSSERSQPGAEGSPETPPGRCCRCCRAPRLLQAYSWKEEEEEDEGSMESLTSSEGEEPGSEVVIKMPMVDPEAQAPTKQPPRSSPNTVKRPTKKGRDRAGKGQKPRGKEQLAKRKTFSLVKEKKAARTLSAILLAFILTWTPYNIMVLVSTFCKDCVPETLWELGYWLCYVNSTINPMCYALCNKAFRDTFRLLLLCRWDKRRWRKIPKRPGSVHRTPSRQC
# TAAR1 agonist = human TAAR1 agonists, primary screen, Fluo-8 calcium fluorescence, CHO RD-HGA16 cells | Trace amine-associated receptor 1 (Homo sapiens), Q96RJ0 | vehicle wells 0%, saturating PEA agonist 100% | activation, % at 3 µM | actives 0.99% (n = 360,000) | AID 624467, 2012;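 active = activation above the mean activation of all test compounds in the run plus 3 SD, cut at about 38% in these data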
#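 Repeats: no replicates (n 1) | Material: CHO-derived RD-HGA16 cells with stable Gα16 and human TAAR1 | Technique: Kinetic Fluo-8 calcium fluorescence | Schedule: 17-24 h seeding, 75 min 37 °C dye, 30 min RT | Evaluation: % activation from peak over basal fluorescence ratio, DMSO-to-PEA scaled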
# M5 antag = human M5 muscarinic receptor antagonists, primary screen, CHO cells, Fluo-8 calcium fluorescence; CHO-hM5 cells, ACh EC80; actives 0.59% (n = 360,000); inhibition, % at 3 µM;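 active = inhibition above a per-plate cutoff, the mean of that plate's test compounds plus 3 SD, cut at about 27% in these data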;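 also: 0% = acetylcholine EC80 with DMSO and 100% = DMSO without agonist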
# M5 PAM = human M5 muscarinic receptor positive allosteric modulators, primary screen, CHO-K1 cells, Fluo-8 calcium fluorescence; Muscarinic acetylcholine receptor M5 (Homo sapiens), P08912; activation, % at 3 µM; actives 0.3% (n = 360,000); AID 624038, 2012; CHO-K1 hM5, ACh EC20 PAM; 0% = ACh EC20, 100% = ACh EC100;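 active = activation above the run cutoff, the mean activation of all test compounds plus 3 SD, cut at about 18% in these data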
#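 Probe or stimulus: acetylcholine, EC20 level; Assay system: human M5 receptor in CHO-K1 cells; Schedule: compound preincubation 140 s before EC20 acetylcholine addition; Technique: intracellular calcium via Fluo-8 fluorescence; Dosing: single-point, 3 µM nominal; Read-out basis: percent activation from peak-over-basal fluorescence ratio, scaled EC20-to-EC100 acetylcholine; Repeats: one well per compound, no replicates.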
# M1 antag = human M1 muscarinic receptor antagonists, primary screen, CHO-K1 cells, Fluo-8 calcium fluorescence, 1536-well | actives 1.3% (n = 360,000) | AID 588852, 2011 | CHO-K1 hM1, ACh EC80 antagonist | Muscarinic acetylcholine receptor M1 (Homo sapiens), P11229 | inhibition, % at 3 µM;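 active = percent inhibition above its own plate's cutoff, namely the mean of that plate's compound wells plus 3 SD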;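 also: peak over basal fluorescence ratio during 140 s after agonist addition; 0% = ACh EC80 plus DMSO and 100% = DMSO alone without agonist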
# M4 ag = human M4 muscarinic receptor agonists, primary screen, CHO-K1 cells, Fluo-8 calcium fluorescence; AID 624127, 2012; CHO-K1 hM4/Gqi5; vehicle 0%, full acetylcholine response 100%; actives 0.14% (n = 360,000); activation, % at 3 µM; Muscarinic acetylcholine receptor M4 (Homo sapiens), P08173;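 active = activation above the run mean over all test wells plus 3 SD, cut at about 32% in these data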;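 also: peak over basal fluorescence ratio per well then scaled between controls; 0% = DMSO wells and 100% = acetylcholine at EC100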
# Target sequence (P08173 whole entry, looked up): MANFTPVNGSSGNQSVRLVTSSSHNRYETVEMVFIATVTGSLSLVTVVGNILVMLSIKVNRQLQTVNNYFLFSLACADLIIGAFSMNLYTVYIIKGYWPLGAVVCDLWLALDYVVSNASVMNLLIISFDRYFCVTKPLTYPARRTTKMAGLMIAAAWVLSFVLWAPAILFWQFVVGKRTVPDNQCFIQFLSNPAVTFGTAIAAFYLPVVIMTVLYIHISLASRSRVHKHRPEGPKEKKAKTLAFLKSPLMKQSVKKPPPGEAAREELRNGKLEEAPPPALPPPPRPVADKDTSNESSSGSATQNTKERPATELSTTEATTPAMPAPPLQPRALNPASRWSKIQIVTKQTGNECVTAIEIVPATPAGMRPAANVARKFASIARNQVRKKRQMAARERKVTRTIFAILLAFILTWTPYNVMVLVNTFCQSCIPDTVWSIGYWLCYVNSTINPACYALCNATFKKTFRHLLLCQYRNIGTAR
# CHRM1 agonist = human M1 muscarinic receptor agonists, primary screen, Fluo-8 calcium fluorescence, CHO-K1 cells, HTS | Muscarinic acetylcholine receptor M1 (Homo sapiens), P11229 | CHO-K1 hM1, agonist mode; 0% DMSO, 100% acetylcholine EC100 | activation, % at 3 µM | actives 0.33% (n = 360,000) | AID 588814, 2011;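 active = activation above the run's mean compound activation plus 3 SD, cut at about 16% in these data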;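 also: peak over basal fluorescence ratio within a 140 s kinetic read after compound addition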
# M4 antag = human M4 muscarinic receptor antagonists, primary screen, CHO cells, Fluo-8 calcium fluorescence; inhibition, % at 3 µM; actives 0.73% (n = 360,000); CHO-hM4 cells, ACh EC80;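 active = inhibition above its plate's cutoff, the mean inhibition of sample wells plus 3 SD, cut at about 27% in these data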;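 also: 0% = acetylcholine EC80 with DMSO and 100% = DMSO without agonist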
# Active calls of the source: *. Some of the compounds tested. The share of hits here may be higher or lower than overall.
SMILES,M5 ag,CHRM1 PAM,TAAR1 agonist,M5 antag,M5 PAM,M1 antag,M4 ag,CHRM1 agonist,M4 antag
COc1cc2cnc(-c3ccccc3)c(-c3ccc([N+](=O)[O-])cc3)c2cc1OC,0,3,9,8,3,1,3,-6,6
CC(C)NC(=S)N/N=C/C1=CCC2CC1C2(C)C (stereo unspecified),-9,-9,3,-7,-7,-1,-3,-14,12
CC(=O)c1c(C)[nH]c(C(=O)N2c3ccccc3CC2C)c1C (stereo unspecified),0,6,4,1,-1,6,1,-3,-4
Cc1cc(C(F)F)nn1CC(=O)NC1CCCCCC1,0,10,2,-10,1,-12,1,-3,6
O=C(NCCS(=O)(=O)N1CCN(c2cccc(Cl)c2)CC1)C1CC1,-5,8,0,3,1,-8,1,0,-2
Cc1csc(=NC(=O)c2ccccc2)n1C,0,2,22,10,-8,5,1,-2,1
Cc1c(NC(=O)c2cc(-c3ccccc3)on2)c(=O)n(-c2ccccc2)n1C,0,2,0,-1,2,-6,0,-10,0
CN(CCOc1ccccc1)CC(=O)Nc1ccc(Cl)c(S(=O)(=O)N(C)C)c1,-2,4,1,5,0,1,5,-5,-5
COc1ccc(Oc2nccc(OC)c2C#N)cc1,0,3,2,-3,-1,-11,1,-4,-4
CNC(=O)c1nc(C)n(-c2ccc([N+](=O)[O-])cc2)n1,2,5,9,-16,6,10,1,-6,0
C=CC[C@@H](CC(=O)N[C@H](CO)Cc1ccccc1)C(=O)N[C@@H](C)COC(=O)[C@@H](CC=C)Cc1ccc(F)cc1,3,-5,18,11,-7,12,9,-1,-10
Cc1ccc(C(=O)NCCCNC(=O)Cc2ccccc2)cn1,-2,13,8,5,8,-8,0,-4,-2
COc1cc(SC)ccc1C(=O)Nc1ccc2c(c1)CCC2,-4,8,1,-3,3,-10,0,-5,-21
O=C(O)C1CCN(c2ccc(S(=O)(=O)N3CCCCC3)cc2[N+](=O)[O-])CC1,2,4,5,0,1,-4,0,-3,8
COc1ccc(S(=O)(=O)N(C)CC(=O)Nc2ccc(C(F)(F)F)cc2)cc1Cl,1,-5,5,13,-16,8,11,-3,9
O=C(N/C(=C/c1cccs1)C(=O)N1CCCC1)c1ccccc1,1,5,5,0,-1,-3,2,-4,-15
Cc1cnn(CCC(=O)NNC(=S)Nc2cccc(Cl)c2)c1,-3,6,5,-1,-4,-6,3,-5,-5
COCc1cccc(-c2csc(C(NC(C)=O)c3cccc(OC)c3)n2)c1 (stereo unspecified),5,-1,2,7,2,0,1,2,-2
O=S(=O)(N/N=C/c1ccc(F)cc1)c1ccccc1,0,7,12,-8,13,-4,1,-2,-8
O=C1[C@H]2[C@@H](c3ccc(F)cc3)N3C(=O)N(c4cccc(Cl)c4)C(=O)[C@@]3(Cc3ccccc3)[C@H]2C(=O)N1C1CCCCC1,3,1,2,13,-1,8,0,-1,-3

# Shown as tab-separated lines: part of the list above
smiles	M5 ag	CHRM1 PAM	TAAR1 agonist	M5 antag	M5 PAM	M1 antag	M4 ag	CHRM1 agonist	M4 antag
CN(CCOc1ccccc1)CC(=O)Nc1ccc(Cl)c(S(=O)(=O)N(C)C)c1	-2	4	1	5	0	1	5	-5	-5
COc1cc2cnc(-c3ccccc3)c(-c3ccc([N+](=O)[O-])cc3)c2cc1OC	0	3	9	8	3	1	3	-6	6
COc1ccc(Oc2nccc(OC)c2C#N)cc1	0	3	2	-3	-1	-11	1	-4	-4
COc1ccc(S(=O)(=O)N(C)CC(=O)Nc2ccc(C(F)(F)F)cc2)cc1Cl	1	-5	5	13	-16	8	11	-3	9
Cc1ccc(C(=O)NCCCNC(=O)Cc2ccccc2)cn1	-2	13	8	5	8	-8	0	-4	-2
CC(C)NC(=S)N/N=C/C1=CCC2CC1C2(C)C (stereo unspecified)	-9	-9	3	-7	-7	-1	-3	-14	12

# (continued)
SMILES,M5 ag,CHRM1 PAM,TAAR1 agonist,M5 antag,M5 PAM,M1 antag,M4 ag,CHRM1 agonist,M4 antag
Cn1nc(C(=O)Nc2ccccc2Cl)cc1C(=O)Nc1ccccc1Cl,2,8,3,-5,8,-5,0,-3,8
Cc1cnc(C(=O)OCC(=O)c2ccc(Br)s2)cn1,0,2,2,0,4,-1,0,-3,10
Cc1onc(-c2ccccc2Cl)c1C(=O)NCC(=O)O,-1,11,4,-7,7,-8,1,-3,1
COc1cc(C(=O)NC(=S)NCc2ccco2)cc(OC)c1OC,0,3,10,-4,-2,-8,0,-5,-10
Cc1cc(C)cc(NC(=S)NCCN2CCOCC2)c1,-4,6,4,-13,17,-19,1,0,2
CCCCN1C(=O)C(CC(=O)NC2CCCCC2)CC(C(=O)N(C(C)C)C(C)C)=C1C (stereo unspecified),0,16,6,3,-2,-22,1,-5,-11
CC1CCc2nc(NC(=O)C3CCCO3)sc2C1 (stereo unspecified),0,3,2,-11,7,-6,1,-4,1
Cc1c(C(=O)O)cccc1-n1c(C)cc(C=O)c1C,-1,10,0,4,2,-3,1,0,-4
O=C(c1ccccc1F)N1CCOCC1,-2,1,7,7,-1,0,0,-1,10
O=C(O)CSCC(=O)N1CCN(c2ncnc3scc(-c4ccccc4)c23)CC1,-1,12,-1,-10,3,-7,2,-1,-7
CC(C)(C)Cc1nnc(NC(=O)c2ccc3c(c2)OCO3)s1,-3,6,4,0,2,4,-1,3,-12
Cc1ccc(NC(=O)c2ccco2)c(NC(=O)C2CCCO2)c1 (stereo unspecified),-2,14,2,1,4,-13,1,-5,-7
COc1ccc(-c2nc3ccccc3[nH]2)cc1,-3,0,2,27,-5,-2,1,-5,4
CCc1ccc(CN(C)C(=O)c2cc(COc3cccc4cnccc34)on2)cc1,-1,-12,2,22,-14,42,16,-1,19
COC(=O)c1ccc(NC(=O)CO/N=C2\CCCc3nonc32)cc1,-1,6,0,16,-2,-14,5,-2,0
Cc1nn2c(NCCCN(C)C)c3c(nc2c1-c1ccccc1)CCCC3,-13,6,2,6,-4,0,4,-8,0
CCc1cccc(CC)c1C(O)c1cccnc1 (stereo unspecified),-4,6,1,4,-6,-5,0,-9,6
COc1ccc(S(=O)(=O)n2nc(C)cc2C)c(C)c1C,-3,2,6,0,-1,-6,1,-7,4
CCC1Oc2ccccc2N(CC(=O)NCc2cccs2)C1=O (stereo unspecified),-4,5,3,-2,-6,-6,3,-9,2
O=C(CSc1nc(-c2ccccc2)cs1)Nc1ccccc1[N+](=O)[O-],-4,1,3,-6,-8,2,0,-7,-4
COc1ccc(CCN(C)CCN2C(=O)c3ccccc3C2=O)cc1OC,-4,-2,7,-6,3,-1,1,-3,-3
CCOc1cc(/C=N/NC(=O)c2c(-c3ccccc3)noc2C)ccc1O,-3,2,2,2,-6,-2,2,-8,6
CCN(CC)c1ccc(C=NCCNS(=O)(=O)c2ccc(C)cc2)cc1,-4,8,3,2,-1,-22,1,-6,-20
Cc1ccc2[nH]c3c(c2c1)CC/C(=C/c1ccccc1)C3=O,-1,7,7,-6,3,-10,-1,-5,9
O=C(CC12CC3CC(CC(C3)C1)C2)NCC(=O)OCc1cc(=O)oc2ccc3ccccc3c12,-4,11,2,14,-5,-6,2,-6,-4
O=C(COC(=O)C1CC1)Nc1c(Cl)cccc1C(F)(F)F,1,11,3,-2,3,-14,1,-2,3
CCC(C)(C)NC(=O)CN(Cc1cccs1)C(=O)CNS(=O)(=O)c1ccc(C)cc1,0,0,6,23,-12,9,0,-4,-5
CCOc1ccccc1OCCCC(=O)N1CCN(S(=O)(=O)c2ccccc2C#N)CC1,1,8,3,1,-4,-19,6,-3,-18
O=C(CSc1n[nH]c(-c2ccccc2O)n1)NC1CCCCC1,2,10,0,17,-3,-6,8,0,-6
Cn1c(=O)c2c(nc3n2CCS3)n(C)c1=O,-4,10,3,-6,6,-17,1,0,3
CN(C(=O)c1cccc(NC(=O)Cc2ccc(NC(=O)C3CCCN(C(=O)CCc4ccccc4)C3)cc2)c1)C1CC1 (stereo unspecified),-2,0,4,-2,-2,1,0,-6,-2
O=C(NCc1ccccc1Cl)c1ccc2c(c1)SC1=NS(=O)(=O)CCN12,-4,1,3,5,-10,-3,2,-7,-13
C[C@H](CO)N1C[C@H](C)[C@@H](CN(C)Cc2ccc(C(=O)O)cc2)Oc2ccc(NS(C)(=O)=O)cc2C1=O,2,14,6,14,-2,-8,7,1,-7
Cc1cccc(NC(=O)CCS(=O)(=O)c2ccc3nc(C)sc3c2)c1,3,10,0,-4,6,-14,2,-3,-6
Cc1cc(C(=O)CSc2nc3ccccc3[nH]2)c(C)n1C,-1,1,10,-2,-3,-2,3,-3,7
Cc1nn(-c2nc(-c3ccco3)cc(C(F)(F)F)n2)c(C)c1Cl,-1,10,6,-5,5,-14,0,-1,-2
CC(C)Cn1c(N)c(C(=O)CSc2n[nH]c(N)n2)c(=O)n(C)c1=O,-2,3,9,14,1,-3,1,-4,9
O=C(OCC(=O)N(CCc1ccccc1)Cc1ccccc1)c1ccccc1O,-4,-6,4,7,-16,5,9,-3,-27
CCN1CCN(c2ccc(S(=O)(=O)N3CCCCC3)cc2NC(=O)c2cccc(Cl)c2)CC1,-4,1,3,0,3,-2,2,-4,1
Cn1ccc(NC(=O)Nc2ccc(Cl)cc2Cl)n1,1,11,0,-4,-2,-4,1,-1,-2
COc1ccc(NS(=O)(=O)c2cccc(C(=O)O)c2)cc1S(=O)(=O)N1CCOCC1,-3,5,5,11,6,-4,0,-3,5
Clc1ccccc1CSc1nnc(-c2ccco2)c(-c2ccco2)n1,2,7,2,2,-4,2,2,-2,2
Cn1cccc1/C=N/NC(=O)c1ccc[n+]([O-])c1,1,5,8,-3,0,-4,0,-4,-16
Cc1ccc(SCC(=O)Nc2ccc(N3CCN(c4ccccc4)CC3)c(F)c2)cc1,1,8,14,-3,6,-13,0,-4,2
Cc1nc(N2CCN(S(=O)(=O)c3ccccc3)CC2)c2c3c(sc2n1)CC(C)CC3 (stereo unspecified),-1,-3,4,11,-10,6,1,-2,-8
O=C(NCc1ccccc1)NC(=O)c1ccc(Cl)cc1,0,10,4,-8,19*,-14,0,-3,-7
Cc1cccc(-c2nc(CN3CCN(C(=O)C4CCCO4)CC3)cs2)c1 (stereo unspecified),-2,7,0,15,-6,-3,3,-1,2
